# High-throughput results from PubChem.
# Vif inh: blocks HIV Vif function | 0.35% of 340,000 active | AID 602346 | HEK293T cells, Vif self-association by quenched fluorescence, imaging, 24 h | inhibition, % at 7.49 µM; in the data active means inhibition above about 50%, passing the limit was not always enough; further: some results filed as inactive read as strong as hits
# MC4R antagonist: blocks human MC4R cAMP signaling | inhibition, % at 6.5 µM | MC4R-expressing cells, MTII-stimulated cAMP, LANCE TR-FRET | 0.48% of 360,000 active | AID 540295;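 active means inhibition above its plate's cutoff, the mean of tested wells on that plate plus 3 SD, cut at about 29% in these data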;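 further: 0% = Melanotan II alone and 100% = Melanotan II plus saturating MCL0020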
#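 Assay system: human MC4R-expressing U2OS cells; reagent: Melanotan II stimulation of cells; dosing: 6.5 µM single dose; timing: compound 30 min, challenge 1 h, detection 1 h; signal: TR-FRET cAMP assay; replicates: one well per compound, no replicates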
# TLR9-MyD88 inh: inhibitors of human TLR9-MyD88 binding; Q9NR96+Q99836; CHO BLA complementation TLR9-MyD88, CCF4 FRET ratio; inhibition, % at 4.98 µM; 0.21% of 340,000 active;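 active means inhibition above the mean over all tested compounds plus 3 SD, cut at about 21% in these data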;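 further: 0% = DMSO only wells and 100% = clavulanate BLA inhibitor control wells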
# ABHD5-PLIN5 inh: inhibitors of human ABHD5-perilipin-5 interaction. Q00G26+Q8WTS1. Split G. princeps luciferase complementation, luminescence, 4 h. inhibition, % at 4 µM. 0.78% of 360,000 active. AID 602281;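 active means inhibition above the mean inhibition across every tested compound plus 3 SD, cut at about 22% in these data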;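 further: 0% = DMSO only wells and the 100% control is not disclosed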
# Exocytosis inh: blocks lytic granule exocytosis; TALL-104 LAMP-1 surface exposure, flow cytometry; cells stimulated with thapsigargin and PMA; inhibition, % at 10 µM; 0.66% of 360,000 active; AID 651702;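 active means inhibition above about 55%, limit read from the data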
# aDG glyco act: alpha-DG glycosylation activation; 0.22% of 360,000 active; AID 624168; Pro5-aDG cells, alpha-DG glycosylation AlphaScreen (IIH6); 0% Pro5, 100% B10-LARGE cell signal; activation, % at 10 µM;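 active means activation of at least 8% versus controls, or a plate z-score of at least 8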;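 further: Pro5 are CHO cells carrying HIG-tagged alpha-DG that lacks glycosylation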
# Glyco luc inh: blocks N-linked glycosylation in D54 reporter cells | D54 ERlucT glycosylation luciferase reporter, 24 h; percent of 100 nM tunicamycin response | reporter increase, % at 12.5 µM | 0.23% of 360,000 active | AID 588692;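 active means mean luciferase reporter signal, scaled so untreated is 0 and the glycosylation-blocking control 100, at or above a set limit in every replicate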;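 further: luciferase carries N-glycosylation sites so blocking glycosylation raises the light; 0% = median of neutral control wells and 100% = median of 100 nM tunicamycin wells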
# NOD2-RIPK2 inh: inhibitors of human NOD2-RIPK2 interaction; CHO BLA complementation NOD2-RIPK2, CCF4 ratio; inhibition, % at 4.98 µM; 0.38% of 360,000 active; AID 624267; in the data active means inhibition above about 21%;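 further: 0% = vehicle only and 100% = reference blocker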
# ABCB6 inh MLPCN: human ABCB6 transporter inhibition. 0.19% of 360,000 active. K562-ABCB6 porphyrin accumulation, flow cytometry, 1 h; stronger effect = lower value. Q9NP58. fluorescence ratio to DMSO, % at 10 µM. AID 602162;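 active means fluorescence ratio to DMSO below 75%, the collection mean minus 3 SD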;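 further: signal is porphyrin accumulated inside mitochondria; 100% equals median channel fluorescence of DMSO control wells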
# MC4R barr agon: agonists of human melanocortin 4 receptor (MC4R) beta-arrestin; activation, % at 8.9 µM; AID 540308; U2OS MC4R beta-arrestin complementation, luminescence; percent of melanotan II response, DMSO zero; P32245; 0.98% of 360,000 active;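 active means activation above a per-plate cutoff, the mean activation of sample wells on that plate plus 3 SD, cut at about 8% in these data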
# * = called active by the depositor; nt = no result given.
SMILES,Vif inh,MC4R antagonist,TLR9-MyD88 inh,ABHD5-PLIN5 inh,Exocytosis inh,aDG glyco act,Glyco luc inh,NOD2-RIPK2 inh,ABCB6 inh MLPCN,MC4R barr agon
Cc1ccc(-n2nc3c(=S)[nH]nc(C)c3c2C)cc1,-4,146*,-14,-1,-4,0.5,3,1,98,-2.3
Cc1cc2nc(N3C(=O)CNC3=S)sc2cc1C,18,1,-5,5,5,-0.8,-14,3,99,-2.5
CCCN(CC(=O)Nc1ccccc1C)C(=O)C1CCN(C(=O)Nc2ccccc2)CC1,7,4,-1,-5,-3,0.2,1,4,99,-0.8
Cc1cnc(NC(=O)c2cccc(S(=O)(=O)N3CC(C)OC(C)C3)c2)s1 (configuration not stated),-9,1,4,-4,0,-0.1,-1,4,98,1.2
CCN(c1ccccc1)S(=O)(=O)c1ccc(N2CCN(c3ccc(OC)cc3)CC2)nc1,9,1,-3,4,2,0.0,-2,-5,94,-1.4
O=C(NCCCN1CCOCC1)C1CC(=O)N(CCc2ccccc2)C1 (configuration not stated),0,1,-12,-3,1,-0.1,1,-6,87,-1.2
Cc1ccc(S(=O)(=O)N2CCC(C(=O)N3CCC(C(=O)NCc4cccnc4)CC3)CC2)cc1,4,4,5,3,-3,-0.2,1,1,94,-0.8
CCOC(=O)c1c(NC(=O)C2CCCCC2)sc2c1CCN(C(C)C)C2,-9,1,-3,5,-3,-0.2,-4,1,97,2.7
CCOc1ccc(-c2nc(N)ncc2-c2ccccc2OC)c(O)c1,0,-2,2,-1,7,-0.2,1,-14,96,-1.4
COc1ccc(-c2nc3nc(C)cc(=O)n3[nH]2)cc1,4,-3,-1,0,0,-0.2,2,-6,100,-1.2
COc1ccccc1Nc1c([N+](=O)[O-])cc(C)cc1[N+](=O)[O-],-5,0,0,-4,4,-0.6,-1,-1,104,-1.7
CC(Sc1nc2ccccc2s1)C(=O)N1CCOCC1 (configuration not stated),nt,6,-2,-3,0,-0.2,-1,7,95,-2.0
CC[C@]12c3[nH]c4ccc(Cl)cc4c3CCN1C(=O)[C@@H](CC(=O)NCc1cccc(C(F)(F)F)c1)C[C@@H]2C(=O)N1CCN(C(=O)c2ccco2)CC1,-8,1,-5,6,-3,-0.1,0,-4,103,3.3
CC(O)CCc1ccc(O)cc1 (configuration not stated),-6,1,2,-1,3,-0.2,-2,3,101,-0.5
CCN(CC)C(=O)c1cccc(-c2csc(C(O)c3cccc(OC)c3)n2)c1 (configuration not stated),-33,6,nt,-3,-5,0.6,-2,-16,85,2.6
O=C(SCC(O)C(O)CS)c1cccs1 (configuration not stated),-4,12,6,1,-4,-0.1,-1,10,101,-1.0
CCN(CC)C(=O)CSc1nnc(CNc2ccc(F)cc2)o1,0,12,4,-1,-2,0.0,-1,-8,93,1.1
C=CCN(C(=O)c1csnn1)C(C(=O)NC1CCCC1)c1ccc(Cl)cc1 (configuration not stated),-1,10,-7,-1,14,0.0,-2,1,99,-1.8
CCC1OC(C)Cc2[nH][nH]c(=O)c21 (configuration not stated),nt,nt,nt,-11,-2,-0.1,nt,-8,125,nt
CCCCCC(=O)N1C[C@@H](O)[C@H](n2cc(C3CC3)nn2)C[C@@H]1c1ccc(C)cc1,-4,0,-9,-10,4,0.0,1,2,93,-0.6
O=C(NCCCN1CCOCC1)c1ccc(CS(=O)(=O)Cc2ccccc2Cl)o1,-31,3,-11,7,-4,-0.1,-1,-4,120,-0.4
Cc1sc2ncnc(SCC(=O)N3c4ccccc4Sc4ccc(Cl)cc43)c2c1C,5,13,-1,-6,0,0.8,-4,7,95,-0.7
O=C(Nc1ccccc1F)c1ccc(Cn2cc(Cl)cn2)cc1,5,6,-1,-5,1,0.1,-1,0,102,-0.8
Cn1c(C2=C(O)CN(c3ccccc3)C2=N)nc2ccccc21,-1,-1,-2,3,0,0.2,1,1,99,-1.7
CCc1cccc(CC)c1N1C(=O)C2=C(SCCCS2)C1=O,0,-5,16,6,-6,0.8,-2,40*,100,-0.6
COc1ccc(Cl)cc1NS(=O)(=O)c1cccc(C(=O)NC2CC2)c1,15,2,-5,-13,-5,-0.1,0,2,103,-0.5
O=C(Cn1cc(COc2ccc3ccccc3c2)nn1)NS(=O)(=O)c1cccc(OC(F)F)c1,10,-5,nt,-4,-5,-0.3,1,-4,95,0.1
COc1cc(NC(=O)C2CCCN(S(=O)(=O)c3cccc4nsnc34)C2)cc(OC)c1 (configuration not stated),-6,12,0,-2,2,-0.1,0,6,97,-2.5
CCC(=O)n1nc(-c2ccco2)nc1SCc1ccccc1,21,-7,-8,-4,5,0.2,1,-3,97,-1.6
Cc1cccn2cc(-c3ccc(NC(=O)Cc4ccccc4)cc3)nc12,4,3,5,-1,1,0.1,1,8,89,9.3*
C[C@@H]1CN([C@@H](C)CO)C(=O)c2cc(NC(=O)Nc3ccccc3)ccc2O[C@H]1CN(C)C(=O)Nc1cccc2ccccc12,-9,13,-2,5,0,0.6,3,4,85,1.4
COc1ccc(S(=O)(=O)N2CCN(CC(=O)N3CCNC3=O)CC2)cc1OC,2,3,7,9,0,-0.3,2,1,96,-1.4
NC(=O)CN(N=Nc1cccc([N+](=O)[O-])c1)c1cccc([N+](=O)[O-])c1,-4,2,-4,0,-2,0.1,1,3,105,-1.9
COc1ccc(Cc2nc3ccc(C(=O)N4CCC[C@H]4CO)cc3o2)cc1,5,1,2,-2,4,0.2,-1,-1,97,-4.5
COc1ccc(Cn2nnnc2C(c2cc3ccc(OC)cc3[nH]c2=O)N2CCCCCC2)cc1 (configuration not stated),-5,16,5,-42,-1,-0.2,2,-17,101,0.9
CNc1cnn(-c2ccccc2)c(=O)c1Cl,23,3,1,0,4,0.1,0,-1,107,-0.5
O=C(O)C[C@H]1c2ccccc2S(=O)(=O)N1C1CCCC1,7,6,-2,-6,-7,-0.1,0,7,99,0.4
Cc1ccc(N2CCN(/N=C/c3c(C)nn(-c4ccccc4)c3Cl)CC2)cc1,12,13,-3,-6,1,-0.2,-3,-3,101,0.6
FC(F)(F)c1cccc(N/N=C/c2ccccc2)c1,0,-5,-6,-2,-3,-0.1,-3,1,89,2.5
COc1ccc(NC(=O)c2ccccc2NC(=O)CSc2ccccc2)cc1,2,1,-6,-2,-9,0.3,-1,12,99,13*
COc1ccc(NC(=O)N2CCc3ccccc3C2)cc1,-8,1,12,6,-2,0.0,-1,5,98,-1.7
CCOC(=O)c1cn2nc(Oc3ccc(C#N)cc3)ccc2n1,-3,-2,-9,-10,-4,0.0,1,5,101,3.2
CCCCNc1nc(=S)[nH]c2cc(OC)c(OC)cc12,1,2,-1,-1,-2,0.4,6,2,95,-2.4
O=C(c1ccc(COc2ccc(F)cc2)o1)n1cccn1,1,6,7,-6,-3,-0.1,1,4,101,-2.0
O=C(O)c1ccccc1O,4,6,-13,-6,1,-0.1,0,-5,100,1.6
O=[N+]([O-])c1ccc(NCCCN2CCOCC2)c(Cl)c1,-1,3,-2,0,-3,-0.1,0,-3,95,-0.7
NS(=O)(=O)c1ccc(Nc2nc(-c3ccc(O)cc3)cs2)cc1,6,-8,6,-4,-5,-0.1,9,-1,101,-0.1
Cc1ccc(-c2csc3ncnc(OCC(=O)NC(=O)NCc4ccco4)c23)cc1,nt,20,-8,31*,6,0.1,-3,-10,95,3.9
Cc1ccc(C(=O)NCCC(=O)N2CCCC2)cc1,-2,-3,4,5,-5,0.0,-6,-11,100,0.5
CN(C)CCCN(C(=O)c1ccc(S(=O)(=O)N2CCCCC2)cc1)c1nc2cc3c(cc2s1)OCO3,0,3,-4,9,0,-0.2,-13,-7,99,0.7
CC(=O)c1ccccc1NC(=O)C1CCCN(C(=O)c2ccc(Cl)cc2)C1 (configuration not stated),-3,20,0,1,4,0.1,-3,0,97,-1.5
Cc1nc2c(F)c(F)c(C(F)(F)F)c(F)c2[nH]1,-10,3,-8,-4,0,-0.4,3,-10,69*,-2.7
O=C(C1=C[C@H](c2csc3ccccc23)C[C@H](OCCCCO)O1)N1CCOCC1,-2,7,-6,1,15,0.2,-2,-6,98,1.6
CCCCn1c(N)c(N(CC)C(=O)c2cccc(OC)c2)c(=O)[nH]c1=O,0,4,3,0,-3,0.2,3,-1,100,-1.5
COc1cccc(NC(=O)c2ccccc2-c2nc(-c3ccc(F)cc3)no2)c1,-13,10,-12,-5,0,0.1,-3,-10,94,1.4
COc1ccccc1-c1noc(-c2ccccc2C(=O)NCC2CCCO2)n1 (configuration not stated),-1,24,1,-5,-1,-0.5,0,8,96,-3.6
C=CCOc1ccc(C2CC(C)=NN2c2ccccc2)cc1 (configuration not stated),-3,6,5,-5,-2,0.0,0,-2,99,2.0
O=C(CSc1nnc(-c2ccc(Cl)s2)o1)N1CCCc2ccccc21,-5,21,-1,0,1,0.3,0,-4,96,1.9
CC(C)c1nnc(NC(=O)CSc2ccccc2)s1,8,14,4,-8,1,0.1,0,3,101,0.6
O=c1cnn([C@@H]2O[C@H](CO)[C@@H](O)[C@H]2O)c(=O)[nH]1,-8,7,-15,0,3,-0.4,-5,0,102,0.7

# The closing 3 records of the section before are carried over, then new ones follow.
SMILES,Vif inh,MC4R antagonist,TLR9-MyD88 inh,ABHD5-PLIN5 inh,Exocytosis inh,aDG glyco act,Glyco luc inh,NOD2-RIPK2 inh,ABCB6 inh MLPCN,MC4R barr agon
O=C(CSc1nnc(-c2ccc(Cl)s2)o1)N1CCCc2ccccc21,-5,21,-1,0,1,0.3,0,-4,96,1.9
CC(C)c1nnc(NC(=O)CSc2ccccc2)s1,8,14,4,-8,1,0.1,0,3,101,0.6
O=c1cnn([C@@H]2O[C@H](CO)[C@@H](O)[C@H]2O)c(=O)[nH]1,-8,7,-15,0,3,-0.4,-5,0,102,0.7
CN(C)c1cccc(C(=O)OCC(=O)N2CCc3ccccc3C2)c1,-3,13,-3,-4,-1,0.1,1,-3,94,-0.7
COc1ccc(/C=C(\NC(=O)c2ccccc2)C(=O)N2CCCCC2)cc1OC,-2,5,-2,7,-13,0.0,0,6,95,-1.0
O=C(CCCOc1ccc(Cl)cc1Cl)N/N=C/c1ccccc1,10,16,7,-3,-3,-0.2,0,-1,91,-0.5
CCOC(=O)C1CCN(CC(=O)N(CC(C)C)c2c(N)n(CC(C)C)c(=O)[nH]c2=O)CC1,-2,10,-3,3,-3,-0.5,1,-1,96,-0.7
COC(CNC(=O)c1coc2nc3ccccc3nc12)OC,-1,-3,-2,3,0,-0.1,3,-1,97,1.9
COc1cc(NC(=O)C23CC4CC(C2)CC(n2cnc([N+](=O)[O-])n2)(C4)C3)cc(OC)c1,18,6,2,2,-2,-0.1,2,4,96,-1.8
COc1cccc(Nc2ncccc2C(=O)NCc2ccccc2)c1,-7,2,11,-1,-6,0.1,1,3,182,0.0
COc1ccc(C(=O)NC2CC3CCCC(C2)N3CC(C)C)cc1OC (configuration not stated),7,5,1,-1,2,-0.3,1,-13,99,-1.3

# Not all compounds are listed; rates above refer to the full screens.
